Bioassay records (PubChem BioAssay)
V1aR counter = activates human V1a receptor in oxytocin agonist counter-screen. hit rate 0.25% among 320,000. P37288. AID 2797. activation, % at 3 µM. CHO-V1R cells, Fluo-8 calcium fluorescence, agonist mode; 0% DMSO, 100% 3 nM vasopressin;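 active means activation above the mean activation of all tested compounds plus 3 SD, per screening run, cut at about 20% in these data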;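 further: signal is peak over basal fluorescence ratio across a 100 second FLIPR read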
M1 PAM parental = M1 PAM counterscreen hit in parental CHO-K1 cells. hit rate 0.02% among 360,000. activation, % at 3 µM. ATP EC20, Fluo-8 calcium fluorescence; 0% at ATP EC20, 100% at ATP max;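 active means activation above the run cutoff, the mean activation of all test compounds plus 3 SD, cut at about 40% in these data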;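 further: peak over basal fluorescence ratio in a 140 s read after ATP addition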
OXTR potentiator = human OXTR potentiation; P30559; CHO-OTR cells, Fluo-8 calcium fluorescence, potentiator mode; 0% = oxytocin EC15, 100% = EC100; activation, % at 3 µM; hit rate 0.061% among 320,000; AID 2445;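 active means activation above that plate's cutoff, the mean activation of tested compounds plus 3 SD, cut at about 6.6% in these data, passing the limit was not always enough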;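 further: 100% uses oxytocin at 75 nM as the full agonist control; some results filed as inactive read as strong as hits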
Target sequence (P30559 whole entry, looked up): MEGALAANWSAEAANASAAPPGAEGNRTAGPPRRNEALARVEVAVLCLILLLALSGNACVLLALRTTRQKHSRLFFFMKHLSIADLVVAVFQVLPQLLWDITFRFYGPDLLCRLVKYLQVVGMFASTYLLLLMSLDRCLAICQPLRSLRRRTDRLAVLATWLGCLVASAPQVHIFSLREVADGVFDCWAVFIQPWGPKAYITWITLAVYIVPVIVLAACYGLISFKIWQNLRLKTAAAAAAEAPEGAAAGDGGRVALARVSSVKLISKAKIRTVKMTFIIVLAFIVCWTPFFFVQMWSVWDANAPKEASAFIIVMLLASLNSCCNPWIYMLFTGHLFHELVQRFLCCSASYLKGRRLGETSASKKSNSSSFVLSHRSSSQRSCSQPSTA
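assay system = CHO-OTR cells, human receptor | schedule = compound 6 min at room temperature before oxytocin, 100 s read | detection = Fluo-8 intracellular calcium fluorescence, ex 470-495, em 515-575 nm | evaluation = normalized max/min fluorescence ratio, % activation | control set = EC15 oxytocin alone as 0%, 75 nM oxytocin (EC100) as 100%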
TAAR1 agonist = human TAAR1 agonism; CHO RD-HGA16 TAAR1, Fluo-8 calcium fluorescence; vehicle wells 0%, saturating PEA agonist 100%; activation, % at 3 µM; hit rate 0.99% among 360,000; AID 624467;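 active means activation above the mean activation of all test compounds in the run plus 3 SD, cut at about 38% in these data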
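Assay system – CHO-derived RD-HGA16 cells with stable Gα16 and human TAAR1 · Compound dosing – one-point dosing at 3 µM (nominal) · Incubation – 17-24 h seeding, 75 min 37 °C dye, 30 min RT · Measured by – kinetic Fluo-8 calcium fluorescence · Control set – DMSO vehicle as 0%, PEA at EC100 as 100% · Repeats – single well for each compound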
M1 ag parental = M1 agonist counterscreen hit in parental CHO-K1 cells | activation, % at 3 µM | hit rate 0.48% among 360,000 | Fluo-8 calcium fluorescence; scaled to maximal ATP response, vehicle zero; in the data active means activation above about 15%;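 further: untransfected CHO-K1 host cells lacking M1 receptor as counterscreen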
CHO-K1 Ca antag = counter-screen for M1 antagonists: effect in parental CHO-K1 cells | AID 602250 | inhibition, % at 3 µM | hit rate 0.6% among 360,000 | ATP-induced calcium, Fluo-8 fluorescence;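 active means inhibition above a per-plate cutoff, the plate's mean sample inhibition plus 3 SD, cut at about 24% in these data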;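 further: 0% = DMSO plus EC80 ATP and 100% = DMSO alone without ATP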
CHO parental Ca = counter-screen: ATP calcium response change in parental CHO cells | parental CHO-K1, ATP-induced calcium, Fluo-8 fluorescence | inhibition, % at 5.6 µM | hit rate 0.63% among 330,000;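 active means inhibition above that plate's mean sample inhibition plus 3 SD, cut at about 26% in these data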;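 further: 0% = ATP-challenged DMSO wells and 100% = DMSO wells without ATP; some compounds past the cut are filed as inactive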
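Material – parental CHO cells · Reagent – ATP stimulus · Compound – single nominal dose of 5.6 µM per compound · Detection – Fluo-8 fluorescence · Read-out basis – percent inhibition of calcium signal · Controls – ATP-challenged DMSO wells low, unchallenged DMSO wells high · Repeats – no replicates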
TAAR1 antagonist = human TAAR1 antagonism | inhibition, % at 3 µM | Q96RJ0 | AID 624466 | hit rate 1.5% among 360,000 | CHO RD-HGA16 TAAR1, Fluo-8 calcium fluorescence, antagonist;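 active means inhibition above a per-plate cutoff, the mean inhibition of test compounds on that plate plus 3 SD, cut at about 49% in these data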;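 further: 0% = DMSO plus EC80 beta-PEA response and 100% = DMSO alone without agonist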
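System: CHO RD-HGA16 cells bearing hTAAR1. Reagent: EC80 β-phenethylamine stimulus. Schedule: seeding 17-24 h prior, 75-min 37 °C, 30-min RT dye loading. Signal: Fluo-8 intracellular calcium dye fluorescence, real-time kinetic reads. Read-out: % inhibition from peak post-agonist over basal fluorescence ratio. Benchmarks: vehicle wells and EC80 agonist wells. Replicates: n of 1.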
M1 ag = human M1 muscarinic receptor agonism. P11229. CHO-K1 hM1, Fluo-8 calcium fluorescence, agonist mode; 0% DMSO, 100% acetylcholine EC100. activation, % at 3 µM. hit rate 0.33% among 360,000;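 active means activation above the run's mean compound activation plus 3 SD, cut at about 16% in these data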;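 further: peak over basal fluorescence ratio within a 140 s kinetic read after compound addition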
Target sequence (P11229 whole entry, looked up): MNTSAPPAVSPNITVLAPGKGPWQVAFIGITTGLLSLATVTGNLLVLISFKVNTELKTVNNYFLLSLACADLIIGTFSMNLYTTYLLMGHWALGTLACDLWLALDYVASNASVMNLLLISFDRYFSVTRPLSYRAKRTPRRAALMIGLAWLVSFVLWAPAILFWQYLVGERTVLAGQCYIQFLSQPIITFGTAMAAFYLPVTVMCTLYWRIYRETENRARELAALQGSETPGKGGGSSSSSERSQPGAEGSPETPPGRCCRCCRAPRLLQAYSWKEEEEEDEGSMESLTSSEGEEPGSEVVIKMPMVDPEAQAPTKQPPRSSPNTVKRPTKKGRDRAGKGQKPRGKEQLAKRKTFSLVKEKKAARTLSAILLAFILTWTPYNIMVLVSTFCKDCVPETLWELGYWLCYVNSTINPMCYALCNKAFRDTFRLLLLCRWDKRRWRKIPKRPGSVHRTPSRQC
The depositor's hits bear a star; nt = no result given. Rows were taken by chance, and some 3.3% of all compounds hit somewhere here.

SMILES	V1aR counter	M1 PAM parental	OXTR potentiator	TAAR1 agonist	M1 ag parental	CHO-K1 Ca antag	CHO parental Ca	TAAR1 antagonist	M1 ag
COC(=O)c1c(C(=O)OC)c2cccc3cc(-c4ccccc4)c4ccc1c4n32	-0.5	10	-4	6	0.9	0	10	26	-1
O=C(Nc1ccccc1Cc1ccccc1)c1ccc2c(c1)SC1=NS(=O)(=O)CCN12	0.7	-2	-8	5	0.6	6	-11	6	-9
CC1(C(=O)NS(=O)(=O)c2cccc(C#N)c2)CCN1C(=O)CC1CCCC1 (stereo unspecified)	nt	7	nt	0	0.1	10	nt	1	-1
C=CCNC(=O)CCC(=O)NNc1nc2ccccc2c2nc(-c3ccccc3)nn12	0.6	-13	-9	3	1.7	2	-5	6	-4
COCCNC(=O)c1cc2c3ccccc3n(C)c2s1	-1.2	9	-2	6	-0.4	-5	-6	-2	-4
O=C(Nc1ccccc1)c1cccc2c(Br)cccc12	-0.3	-5	-7	1	4.3	14	-16	0	-8
CCC(=O)Nc1ccc(NC(=O)c2ccc3ccccc3c2)cc1	0.5	25	3	3	1.4	-14	3	1	-4
CCOC(=O)c1c(NC(=O)Cn2cnc3sc(C)c(-c4ccccc4)c3c2=O)sc(C)c1C	-0.3	15	2	6	1.6	6	-20	-1	-9
COc1ccc(C(=O)Nc2oc(-c3ccccc3)c(-c3ccccc3)c2C#N)cc1OC	-0.7	13	-4	3	0.3	1	-20	-11	-7
N#CC1(NC(=O)COC(=O)C2=COCCO2)CCCCC1	0.2	12	-4	5	19*	-12	5	-2	24*
CCOC(=O)C1(Cc2cccc(Cl)c2)CCCN(C(=O)CCNC(C)=O)C1 (stereo unspecified)	nt	14	nt	6	0.5	-6	nt	-13	1
O=C(Nc1cc(S(=O)(=O)N2CCOCC2)ccc1N1CCCC1)c1cnccn1	0.5	3	-10	0	0.0	-11	7	-3	-3
Cc1ccc(CNC(=O)CCS(=O)(=O)c2ccc(Cl)cc2)cc1	0.3	-4	-2	-1	-0.2	2	0	8	-5
CCCCCC(=O)NNC1=NCC(Cc2cccc(Cl)c2)S1 (stereo unspecified)	-0.7	11	-12	0	2.6	-16	-19	-25	-5
CC(=O)C(C(C)=O)c1cc(NS(=O)(=O)c2ccccc2)ccc1NS(=O)(=O)c1ccccc1	0.1	-8	-4	102*	4.2	0	3	42	9
Cc1ccccc1-n1c(SCC(=O)N(C)C2CCS(=O)(=O)C2)nc2ccccc2c1=O (stereo unspecified)	-0.3	17	-12	2	2.5	-6	-25	3	-5
COCCn1c(SCC(=O)NCC(c2ccccc2)N(C)C)nc2sc3c(c2c1=O)CCC3 (stereo unspecified)	nt	-2	nt	-2	-0.1	-5	nt	-14	-8
O=C(CCNC(=O)c1ccco1)Nc1ccc(OC(F)(F)F)cc1	0.2	-11	-18	5	0.8	-11	-3	-2	0
CCOC(=O)c1ccc(NC(=O)C2(c3ccc(Cl)cc3)CCCC2)cc1	0.3	7	-11	19	0.5	9	-33	43	-3
COCCNC(=O)c1ccc2c(c1)ncn2-c1ccc(C)c(Cl)c1	-0.5	6	-1	5	1.5	-11	-7	-14	-2
CCOc1cc(/C=N/Nc2nc(Nc3ccccc3)nc(N3CCCCC3)n2)ccc1OCC(=O)O	-0.9	-9	-3	6	-0.2	0	-17	-15	0
O=C(O)c1cc2cc(Cl)cc(Cl)c2oc1=O	-0.6	17	-13	5	0.3	-6	8	2	-1
CCN(CC)CCNC(=O)CNC(=O)c1nn(-c2ccc(OC)cc2OC)c(=O)c2ccccc12	0.6	6	-6	-1	0.0	1	-6	-4	-10
COC(=O)c1ccc(CSc2nc3ccccc3c(=O)n2C)o1	7.2	9	-6	0	11	-8	-15	3	-8
CCN(CC)c1ccc(/C=N/NS(=O)(=O)c2ccc(C)c([N+](=O)[O-])c2)cc1	0.2	13	-2	-1	-0.3	-4	-6	-17	-8
Cc1cccc(-n2cc(-c3ccccc3)[nH]c2=S)c1	-0.9	8	-4	1	0.5	2	-13	0	-5
CCOC(=O)C1=C(C)NC(C)=C(C(=O)OCC)C1C(=O)O	-0.2	17	-15	1	0.3	0	-13	-4	-4
CNc1ccc([N+](=O)[O-])cc1	-0.1	4	-4	1	-0.6	-1	-16	6	-6
Cc1cc(Br)ccc1-n1[nH]c(C)c(C=Nc2cccc3nsnc23)c1=O	0.3	2	2	0	2.5	-9	-15	16	-5
CCN(CC)CCn1c2c(c(SCC(=O)NCc3ccccc3)nc1=O)CCCC2	0.6	10	-6	2	1.0	-13	-29	-23	-7

As a working copy, part of the list above:
SMILES	V1aR counter	M1 PAM parental	OXTR potentiator	TAAR1 agonist	M1 ag parental	CHO-K1 Ca antag	CHO parental Ca	TAAR1 antagonist	M1 ag
Cc1ccccc1-n1c(SCC(=O)N(C)C2CCS(=O)(=O)C2)nc2ccccc2c1=O (stereo unspecified)	-0.3	17	-12	2	2.5	-6	-25	3	-5
COCCn1c(SCC(=O)NCC(c2ccccc2)N(C)C)nc2sc3c(c2c1=O)CCC3 (stereo unspecified)	nt	-2	nt	-2	-0.1	-5	nt	-14	-8
O=C(CCNC(=O)c1ccco1)Nc1ccc(OC(F)(F)F)cc1	0.2	-11	-18	5	0.8	-11	-3	-2	0

Remaining list, next part:
SMILES	V1aR counter	M1 PAM parental	OXTR potentiator	TAAR1 agonist	M1 ag parental	CHO-K1 Ca antag	CHO parental Ca	TAAR1 antagonist	M1 ag
CC1CCc2c(C(=O)Nc3nccs3)csc2C1 (stereo unspecified)	-1.3	5	-4	16	0.2	-7	-13	-8	-8
COc1ccc(NC(=S)NCCc2c(C)[nH]c3ccc(OC)cc23)cc1	0.5	22	1	5	2.7	-15	-11	7	-9
Cc1ccsc1C(=O)OC(C)C(=O)NC1CCCCC1C (stereo unspecified)	nt	18	nt	0	0.0	2	nt	-23	-4
CCOc1ccc(-n2c(C)cc(C(=O)CCl)c2C)cc1	-1.5	-3	-1	4	0.5	-2	-1	-11	-8
CS(=O)(=O)c1nc(S(=O)(=O)c2ccc(Cl)cc2)c(NCCCN2CCCC2=O)s1	0.5	4	-9	-1	1.6	-13	-23	7	-10
OC(CN1CCCCC1)c1ccc2c3c(cccc13)CC2 (stereo unspecified)	nt	-6	nt	2	-0.1	-11	nt	-1	-7
COc1ccc(OCC(=O)OCC(=O)NCc2ccc(F)cc2)cc1	1.4	5	-11	0	-0.1	-6	1	-13	-4
COc1cccc(OC)c1OCCCc1c(C)n[nH]c1C	0.1	4	1	11	0.0	-6	0	4	-2
O=C(CCNS(=O)(=O)c1c(Cl)cccc1Cl)OCC(=O)c1ccccc1	7.1	22	-11	3	5.5	-12	-9	-24	-3
O=C(NCc1ccccn1)c1cccc(S(=O)(=O)Nc2ccc(F)cc2)c1	nt	-10	nt	6	3.5	-4	nt	-15	4
Cc1cccc(C)c1N1CCc2cn[nH]c21	-0.6	17	-3	3	0.1	-14	-3	-10	-6
CCc1ccc(C2C(C#N)=C(N)SC(N)=C2C#N)cc1	15	-4	-16	43*	21*	-10	9	32	17*
CC(O)CNCCCOc1ccccc1OCc1ccccc1 (stereo unspecified)	0.5	-3	5	2	1.0	-10	-9	-22	-5
CCc1ccc(CN(C)CC(=O)Nc2ccc(S(=O)(=O)N3CCOCC3)cc2)cc1	6.8	22	-6	5	7.5	-21	-12	-6	-5
Cc1ccccc1-n1c(SCC(=O)Nc2c(C)cccc2C)nc(O)cc1=O	0.7	6	-1	5	0.1	-10	-15	-5	-3
CC(C)C[C@H]1COc2cc(N3CC[C@H](O)C3)ccc2S(=O)(=O)N1	nt	22	nt	2	3.3	-5	nt	-4	nt
COc1ccccc1-n1c(SCC(=O)N2CCOCC2)nc2cccnc21	0.6	-14	2	1	0.0	0	-8	7	-2
COc1ccc(NC(=S)NCCc2ccccc2OC)c(OC)c1	-0.9	23	4	19	0.4	-12	-4	-10	-6
Cc1ccc(S(=O)(=O)NCc2ccccn2)c(C)c1	0.0	16	2	-1	0.6	-2	-11	-3	-3
Cn1c(-c2cc(Cl)ccc2O)nc2c1c(=O)[nH]c(=O)n2Cc1ccccc1	5.6	-3	-24	9	1.2	10	-16	-15	-1
Cn1c(=O)oc2cc(S(=O)(=O)NC3CCCCC3)ccc21	1.6	6	-5	-2	1.6	-13	-17	11	-3
Cc1nc2ccc(-c3nc4ccc(N)cc4[nH]3)cc2[nH]1	-0.1	20	-2	6	0.1	-9	-7	-5	-4
COc1ccc(OC)c(NC(=O)CN2C(=O)NC(C)(c3ccc4c(c3)OCCO4)C2=O)c1 (stereo unspecified)	1.0	-9	-6	0	0.6	-8	-15	-3	-3
COc1ccc(-c2cc(C)no2)cc1S(=O)(=O)N1CCCN(Cc2ccccc2Cl)C1	-1.3	21	-8	0	5.5	-18	-23	-31	-4
CNC(=O)Cn1c(=O)n(C)c2ccccc21	-0.3	29	-20	3	1.0	-22	-4	-6	0
CCc1nnc(NC(=O)CSc2nc(-c3ccccc3)cc(-c3ccc(F)cc3)c2C#N)s1	0.3	13	0	7	0.9	-5	-8	10	-2
CCOC(=O)CSc1nc(C)c(CC)c(C)c1C(N)=O	0.2	20	-8	7	-0.1	-7	5	-2	-8
COc1ccc(OCCCC(=O)OC(C)C(=O)Nc2ccc(C)cc2)cc1 (stereo unspecified)	2.8	-12	-16	-1	2.0	5	5	2	-2
COc1c(F)cccc1C1=CC(=O)C[C@H](c2ccc(F)cc2)C1	nt	4	nt	0	-0.2	10	nt	2	-6
COc1ccc(CNC(=O)COC(=O)c2cccs2)cc1	0.0	5	-7	0	0.6	14	-25	-18	0
CNC(=O)c1nnn(Cc2ccccc2)c1NC(C)=O	0.0	5	-3	3	0.1	-3	-9	-10	-2
CSc1ccc(-c2ccc3c(c2)c(Sc2ccccc2)c(-c2ccccc2)n3C)cc1	nt	-4	nt	4	0.4	-9	nt	2	nt
CC(=O)c1cn(C)c(=O)n(C)c1=O	0.1	22	2	3	1.1	-8	-4	-7	-6
COc1ccc(-c2cc3nc(-c4ccccc4)cc(N4CCN(C(C)=O)CC4)n3n2)cc1	nt	6	nt	7	4.5	3	nt	42	-3
Cc1cc(C)n(-c2ccc(C(F)(F)F)cc2[N+](=O)[O-])n1	-0.7	3	3	1	-0.2	-2	3	-8	-14
CN1CC=C2C(C#N)=C(N)C(C#N)(C#N)C(Cc3ccccc3)C2C1 (stereo unspecified)	3.3	0	-23	3	1.8	8	-3	1	0
CCOC(=O)c1oc2cc(O)cc(C)c2c1C	nt	17	nt	-2	-0.2	-19	nt	-12	-8
